From PubChem BioAssay
Bim-Bcl-XL: human Bim-Bcl-XL interaction inhibition | Q07817 | Bim peptide-Bcl-XL binding, bead flow cytometry, fluorescence | inhibition, % at 10 µM | 190,000 compounds, 0.04% hits | AID 1007
GSH bead fluor: GSH bead compound fluorescence profile; GSH beads flow cytometry, compound fluorescence 488/530 nm; active compounds read high; 190,000 compounds, 0.25% hits; fluorescence (KMESF) at 10 µM; in the data active = fluorescence above about 89;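 note: glutathione beads carrying GST-tagged Bcl family fusion proteins plus one bare bead set; values are compound well signal with DMSO vehicle wells as background; inactives centre near 16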
Bim-Bcl-2: inhibitors of Bim-Bcl-2 interaction, human | P10415 | Bead-based flow cytometry, Bim peptide-Bcl-2 binding | inhibition, % at 10 µM | 190,000 compounds, 0.06% hits | AID 950; in the data active = inhibition above about 40%; inconclusive = no clear call, values can overlap the other calls;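 note: 0% = no compound wells with probe peptide and 100% = reference peptide inhibitor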
Target sequence (P10415 whole entry, looked up): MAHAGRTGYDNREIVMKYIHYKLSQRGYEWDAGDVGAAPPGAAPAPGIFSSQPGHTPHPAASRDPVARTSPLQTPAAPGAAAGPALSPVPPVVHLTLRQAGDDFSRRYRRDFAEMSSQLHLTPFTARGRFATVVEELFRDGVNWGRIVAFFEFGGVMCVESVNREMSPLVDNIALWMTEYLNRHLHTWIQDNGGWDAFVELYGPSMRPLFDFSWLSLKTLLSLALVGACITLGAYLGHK
Bim-Bcl-W: human Bim-Bcl-W interaction inhibition | bead-based flow cytometry, Bim peptide-Bcl-W binding | Q92843 | inhibition, % at 10 µM | 190,000 compounds, 0.02% hits;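 note: 0% = bound tracer without compound and 100% = peptide blocker; higher means less fluorescent Bim peptide bound to Bcl-W beads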
Target sequence (Q92843 whole entry, looked up): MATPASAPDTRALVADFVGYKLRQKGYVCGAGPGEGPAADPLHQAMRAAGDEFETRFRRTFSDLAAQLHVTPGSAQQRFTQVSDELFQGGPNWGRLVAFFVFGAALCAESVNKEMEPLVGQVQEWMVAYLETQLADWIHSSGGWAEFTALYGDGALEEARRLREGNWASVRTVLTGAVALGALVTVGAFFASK
Avidin bead fluor: avidin bead compound fluorescence profile; fluorescence (KMESF) at 10 µM; Avidin beads, compound fluorescence 488/530 nm, flow cytometry; active compounds read high; 220,000 compounds, 0.38% hits; in the data active = fluorescence above about 47; note: inactives centre near 10
Bim-Bfl-1: human Bim-Bfl-1 interaction inhibition. Q16548. Bead-based flow cytometry, Bim-Bfl-1 binding inhibition. inhibition, % at 10 µM. 190,000 compounds, 0.12% hits;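 note: 0% = wells without compound plus tracer and 100% = blocker peptide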
ABCB1 block: blocks JC-1 efflux by human ABCB1 transporter; P08183; CCRF-Adr cells, flow cytometry; inhibition, % at 6.6 µM; 190,000 compounds, 0.067% hits; AID 1326; in the data active = inhibition above about 40%;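 note: 0% = vehicle and 100% = reference inhibitor; higher value means more JC-1 retained so stronger ABCB1 efflux block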
ABCG2 inh: inhibitors of human ABCG2 transporter, ABCB1 counter-screen; 190,000 compounds, 0.1% hits; IgMXP3 cells, JC-1 efflux, flow cytometry; inhibition, % at 6.6 µM; Q9UNQ0;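 active = inhibition above 80%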;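 note: 0% = DMSO and 100% = nicardipine control wells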
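test system = two drug-resistant human cell lines, ABCG2 and ABCB1 | amount = 3 million cells/mL final, two lines in 1:1 ratio | reagent = JC-1 transporter substrate | doses = one concentration, 6.6 µM final | incubation = 10 min at 25 °C | signal = flow cytometric JC-1 green MFI at 530 nm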
RGS4-Gao reg: modulates binding of RGS4 to human Galphao. 220,000 compounds, 0.33% hits. binding response (% of control), % at 10 µM. Multiplexed bead flow cytometry; actives lie on both sides; in the data active = binding response below about 49% or above about 150%; inactive = in between;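 note: fluorescent Galphao activated with aluminum fluoride binding bead-coupled RGS4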
Target sequence (P09471 whole entry, looked up): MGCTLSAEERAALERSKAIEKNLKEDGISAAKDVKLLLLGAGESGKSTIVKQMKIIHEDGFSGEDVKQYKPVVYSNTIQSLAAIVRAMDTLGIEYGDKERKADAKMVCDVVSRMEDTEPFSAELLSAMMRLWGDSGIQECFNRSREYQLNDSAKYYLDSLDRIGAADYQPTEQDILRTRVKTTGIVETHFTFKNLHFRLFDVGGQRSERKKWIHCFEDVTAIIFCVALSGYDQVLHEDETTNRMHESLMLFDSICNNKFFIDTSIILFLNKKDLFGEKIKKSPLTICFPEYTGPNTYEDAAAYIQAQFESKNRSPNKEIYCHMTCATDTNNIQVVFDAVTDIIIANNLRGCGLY
RGS7-Gao: human RGS7-Galphao interaction regulation; P09471; Multiplexed bead flow cytometry, RGS7-Galphao binding; actives lie on both sides; binding response (% of control), % at 10 µM; 220,000 compounds, 0.35% hits; in the data active = binding response below about 49% or above about 150%; inconclusive = no clear call, values can overlap the other calls; inactive = in between;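 note: fluorescent Galphao held in activated GDP-AlF4 state binding bead-coupled RGS7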
Bim-Bcl-B: inhibitors of Bim-Bcl-B interaction, human | Q9HD36 | bead-based flow cytometry, Bim peptide-Bcl-B binding | inhibition, % at 10 µM | 190,000 compounds, 0.073% hits | AID 951;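 note: 0% = tracer peptide without compound and 100% = reference inhibitor peptide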
Target sequence (Q9HD36 whole entry, looked up): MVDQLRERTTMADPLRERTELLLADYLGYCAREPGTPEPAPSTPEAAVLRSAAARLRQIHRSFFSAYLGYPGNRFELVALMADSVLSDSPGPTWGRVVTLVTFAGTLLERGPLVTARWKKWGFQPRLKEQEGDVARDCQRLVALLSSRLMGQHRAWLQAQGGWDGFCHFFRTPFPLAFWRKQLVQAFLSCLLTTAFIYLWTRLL
Active calls of the source: *; ? = inconclusive; . = not tested or not shown. Cut-off read from the data, not from the text of the source, unless noted: active = inhibition above about 40%.

SMILES | Bim-Bcl-XL | GSH bead fluor | Bim-Bcl-2 | Bim-Bcl-W | Avidin bead fluor | Bim-Bfl-1 | ABCB1 block | ABCG2 inh | RGS4-Gao reg | RGS7-Gao | Bim-Bcl-B
COCCCNS(=O)(=O)c1ccc2c(c1)CCN2C(C)=O | 0 | 11 | 0 | 0 | 26 | -1 | 0.3 | 0 | 102 | 105 | -1
COc1ccc(NC(=O)N2CCCC2C(=O)Nc2ccc(C)c(Cl)c2)cc1 (stereo unspecified) | 9 | 37 | 3 | 6 | 4 | 3 | 0.6 | 2 | 91 | 94 | 8
CCCCOc1ccccc1C1NC(=O)NC(C)=C1C(=O)OCCOCC (stereo unspecified) | -4 | 24 | -4 | -4 | 36 | -2 | 0.9 | 2 | 99 | 98 | 0
CCOC(=O)C1(Cc2ccccc2)CCCN(C2CCN(C(C)=O)CC2)C1 (stereo unspecified) | -2 | 11 | -6 | 0 | 3 | -5 | 0.5 | 0 | 105 | 109 | 0
O=C(Nc1nc2ccccc2[nH]1)c1ccc(F)cc1 | -7 | 33 | -11 | -3 | 13 | -20 | 4.7 | 49 | 88 | 96 | -10
Cc1ccc([N+](=O)[O-])cc1N=Nc1c(-c2ccc([N+](=O)[O-])cc2)[nH]n(C(N)=S)c1=O | -1 | 26 | 0 | -1 | 8 | -3 | -0.5 | -2 | 101 | ? | -4
CCOC(=O)C1(CC2CCCCO2)CCN(Cc2nccn2-c2cccc(C)c2)CC1 (stereo unspecified) | 0 | 10 | 0 | 0 | 3 | -4 | 2.3 | 2 | 101 | 103 | -3
CC1CCN(C(=S)Nc2ccc(F)cc2)CC1 | -1 | 6 | 3 | 0 | 1 | 1 | 0.6 | 3 | 96 | 99 | -4
CCOC(=O)Nc1ccc2nc3n(c(=O)c2c1)CCCCC3 | 0 | 10 | 0 | 3 | 6 | 3 | 1.0 | 19 | 98 | 90 | -1
COc1cccc(N2CC(C(=O)OC(C)C(=O)c3ccccc3)CC2=O)c1 (stereo unspecified) | 0 | 23 | 3 | 2 | 10 | 2 | 1.3 | 4 | 100 | 101 | 0
COc1ccccc1NC1=NC(C)(C)N=C(N)N1 | -3 | 16 | -2 | -2 | 11 | -6 | 0.3 | 1 | 103 | 102 | -5
O=C(NC1CCCCC1)C1CCN(c2cnccn2)CC1 | -2 | 13 | 1 | 1 | 38 | 0 | 0.1 | 2 | 100 | 99 | -1
O=c1cccc2n1Cc1cc3ccccc3nc1-2 | 0 | 14 | 2 | 2 | 10 | 0 | 1.5 | 31 | 101 | 101 | -2
NS(=O)(=O)c1cc2c(cc1C(F)(F)F)NCNS2(=O)=O | -4 | 17 | -2 | -3 | . | -4 | 2.8 | 6 | . | . | 0
CN(CCCNC(=O)C1CCC(=O)N1Cc1ccccc1Cl)c1ccccc1 (stereo unspecified) | -1 | 13 | 2 | 0 | 35 | 0 | 0.6 | 1 | 104 | 98 | 1

Given with values under each structure: four of the compounds above.
Sequence of screens: Bim-Bcl-XL	GSH bead fluor	Bim-Bcl-2	Bim-Bcl-W	Avidin bead fluor	Bim-Bfl-1	ABCB1 block	ABCG2 inh	RGS4-Gao reg	RGS7-Gao	Bim-Bcl-B
COc1ccccc1NC1=NC(C)(C)N=C(N)N1
 : -3	16	-2	-2	11	-6	0.3	1	103	102	-5
O=C(NC1CCCCC1)C1CCN(c2cnccn2)CC1
 : -2	13	1	1	38	0	0.1	2	100	99	-1
O=c1cccc2n1Cc1cc3ccccc3nc1-2
 : 0	14	2	2	10	0	1.5	31	101	101	-2
NS(=O)(=O)c1cc2c(cc1C(F)(F)F)NCNS2(=O)=O
 : -4	17	-2	-3	.	-4	2.8	6	.	.	0

Continued.
SMILES | Bim-Bcl-XL | GSH bead fluor | Bim-Bcl-2 | Bim-Bcl-W | Avidin bead fluor | Bim-Bfl-1 | ABCB1 block | ABCG2 inh | RGS4-Gao reg | RGS7-Gao | Bim-Bcl-B
CCN(CC)C(=O)c1ccccc1NC(=O)c1cccc(S(=O)(=O)N(CC)CC)c1 | -12 | 22 | -3 | -2 | 11 | -1 | -2.6 | -5 | 103 | 104 | -8
CC(Cl)C(=O)NNC(=O)CNS(=O)(=O)c1ccccc1 (stereo unspecified) | -6 | 16 | -2 | -7 | 10 | -8 | 0.1 | 0 | 102 | 100 | -7
CC(O)CNc1ccc(-c2nn(C)c(=O)c3ccccc23)cc1[N+](=O)[O-] (stereo unspecified) | 0 | 14 | 1 | 2 | 13 | -2 | 1.9 | 7 | 98 | 99 | 0
CCC1=NN(C(=O)COc2ccccc2)C(O)(c2ccc(Br)cc2)C1 (stereo unspecified) | -1 | 10 | 0 | 0 | 15 | -6 | 0.5 | 3 | 103 | 106 | -3
Cc1ccc(C(=O)C2C(c3cccs3)NC(=O)NC2(O)C(F)(F)F)cc1 (stereo unspecified) | -11 | 47 | -4 | -2 | 5 | -6 | 0.6 | 6 | 102 | 104 | -5
Cc1ccc(NC(=O)c2ccn(C)n2)c(Br)c1 | -3 | 12 | -1 | -1 | 3 | -4 | 0.2 | 13 | 101 | 95 | -4
c1ccc(-c2nnc(N3CCOCC3)c3ccccc23)cc1 | -1 | 12 | -1 | -1 | 12 | -7 | 0.1 | 7 | 101 | 97 | -1
Cc1cc(N2CCOCC2)c2c(N)c(C)cc(C)c2n1 | -7 | 26 | -8 | 0 | 61* | -15 | 0.4 | 1 | 106 | 148 | -10
O=C(CNC(=O)c1ccccc1)OCc1nnc(-c2ccc(Cl)cc2)o1 | -1 | 16 | -3 | 1 | 9 | -5 | 1.0 | 2 | 92 | ? | -4
O=C(Cn1cc(C(F)(F)F)cc(Cl)c1=O)NCCc1ccccc1 | -2 | 11 | 2 | 0 | 6 | -6 | 0.5 | 20 | 105 | 102 | 4
Cc1cc(=O)[nH]c(SCCCOc2ccccc2Cl)n1 | -1 | 12 | 1 | -1 | 13 | 1 | 0.3 | 2 | 100 | 97 | 0
CCCNC(=O)C(=O)N/N=C/c1ccc(OCc2ccccc2)cc1 | -3 | 67 | -2 | -3 | 8 | -2 | 0.6 | 0 | 98 | 102 | -2
O=C(N/C(=C/c1cn(-c2ccccc2)nc1-c1ccccc1)C(=O)N1CCOCC1)c1ccccc1 | -8 | 11 | -9 | -4 | 11 | -9 | -0.2 | 4 | 102 | 106 | -7
CN(C)C(=O)N1CCN(C(=O)c2ccccc2Sc2ccccc2C#N)CC1 | -5 | 32 | -8 | -1 | 21 | -11 | 0.7 | 0 | 103 | 105 | -6
C=CCn1c(SCC(=O)Nc2nc(C)cs2)nnc1C(C)NC(=O)c1ccccc1Cl (stereo unspecified) | -1 | 15 | -6 | -4 | 19 | 0 | -0.2 | -1 | 97 | 97 | -3

Quoted at random: 3 compounds from above.
SMILES | Bim-Bcl-XL | GSH bead fluor | Bim-Bcl-2 | Bim-Bcl-W | Avidin bead fluor | Bim-Bfl-1 | ABCB1 block | ABCG2 inh | RGS4-Gao reg | RGS7-Gao | Bim-Bcl-B
CN(C)C(=O)N1CCN(C(=O)c2ccccc2Sc2ccccc2C#N)CC1 | -5 | 32 | -8 | -1 | 21 | -11 | 0.7 | 0 | 103 | 105 | -6
CCCNC(=O)C(=O)N/N=C/c1ccc(OCc2ccccc2)cc1 | -3 | 67 | -2 | -3 | 8 | -2 | 0.6 | 0 | 98 | 102 | -2
O=C(N/C(=C/c1cn(-c2ccccc2)nc1-c1ccccc1)C(=O)N1CCOCC1)c1ccccc1 | -8 | 11 | -9 | -4 | 11 | -9 | -0.2 | 4 | 102 | 106 | -7

Further structures.
SMILES | Bim-Bcl-XL | GSH bead fluor | Bim-Bcl-2 | Bim-Bcl-W | Avidin bead fluor | Bim-Bfl-1 | ABCB1 block | ABCG2 inh | RGS4-Gao reg | RGS7-Gao | Bim-Bcl-B
O=S(=O)(c1ccc(-c2csc(-c3cccnc3)n2)cc1)N1CCOCC1 | -1 | 13 | -2 | 2 | 11 | 0 | 0.5 | 2 | 86 | 95 | -4
C=CCOC(=O)C1=C(C)NC(SCC(N)=O)=C(C#N)C1c1cccs1 (stereo unspecified) | -9 | 25 | -2 | -3 | 5 | 0 | 1.1 | 8 | 99 | 99 | -10
CCCCCn1c(=O)[nH]c2cc(C(=O)NCc3ccc4c(c3)OCO4)ccc2c1=O | -4 | 11 | -5 | 4 | 10 | -9 | 0.4 | 5 | 98 | 99 | -4
CCCCOc1ccccc1NC(=O)C=C(C)C | -6 | 23 | -10 | -3 | 15 | -12 | 0.5 | 4 | 76 | 80 | -5
CCOC(=O)N1CCN(C(=O)CSc2ncnc3ccccc23)CC1 | -2 | 24 | -7 | 0 | 7 | -10 | -2.0 | -2 | 105 | 106 | -4
COC(=O)C1=C(C)C(c2ccc(OC)cc2)NC(=O)N1 (stereo unspecified) | 0 | 11 | 0 | 0 | 10 | -3 | 0.6 | 3 | 98 | 96 | -4
Cc1nc(SC2CC(=O)N(c3ccccc3)C2=O)n[nH]1 (stereo unspecified) | -2 | 10 | -6 | 0 | 6 | 2 | 0.2 | 2 | 109 | 111 | 0
O=C(Nc1cccs1)NC1CCCC1 | -3 | 47 | -4 | -1 | 2 | -1 | 0.3 | 8 | 94 | 97 | -1
CN(C)C=NC(=O)/C(C#N)=C1\CCc2ccccc2N1 | -8 | 30 | -8 | 0 | 15 | -12 | 1.4 | 7 | 102 | 99 | -4
COC(=O)c1cn[nH]c1NC(=S)Nc1ccccc1C | -5 | 24 | -3 | -5 | 14 | -4 | 0.6 | 6 | 99 | 100 | -4
NC(=O)CSCc1c(Cl)cccc1Cl | -8 | 26 | -15 | -1 | 17 | -20 | 0.0 | 13 | 98 | 103 | -5
Fc1ccc(CN2CCN(c3ncccn3)CC2)cc1 | -8 | 47 | -11 | 0 | 8 | -12 | 0.5 | 4 | 94 | 99 | -8
COc1ccc(NC(=O)c2nn(C34CC5CC(CC(C5)C3)C4)cc2[N+](=O)[O-])cc1 | -6 | 4 | -5 | -1 | 6 | 0 | 1.5 | 8 | 94 | 90 | -2
O=C(O)C1CCCN1C(=O)c1cncc(Br)c1 (stereo unspecified) | -10 | 24 | -4 | 0 | 9 | -14 | 0.5 | 4 | 97 | 97 | -7
Cc1cc2c(cc(C(=O)O)n2C)s1 | -7 | 33 | -4 | -2 | 10 | -1 | -1.2 | 1 | 98 | 95 | -3
Cc1cccc(NC(=O)CN(C)S(=O)(=O)c2cnc[nH]2)c1 | 0 | 14 | -2 | 0 | 32 | 0 | 0.2 | 2 | 99 | 97 | 0
CCOC(=O)C1=C(NC(=S)NC(=O)c2ccccc2)c2ccccc2CC1(C)CC (stereo unspecified) | 0 | 9 | 4 | 1 | 5 | 7 | 0.8 | 2 | 100 | 100 | 6
O=C1NC(=O)C2C3c4ccccc4C(c4ccccc43)C12 (stereo unspecified) | 1 | 40 | -5 | 0 | 6 | -12 | 0.3 | 3 | 103 | 103 | -10
COCCCn1c(N)c(-c2nc3ccccc3n2C)c2nc3ccccc3nc21 | -1 | 10 | -3 | 4 | 9 | -8 | 0.5 | 0 | 93 | 95 | -2
